Screening data deposited in PubChem BioAssay by several laboratories.
sEH inhibitor: soluble epoxide hydrolase (human) inhibition; P34913; recombinant human sEH enzymatic activity assay; inhibition, % at 2 µM; 0.34% of 91,000 active; in the data active = inhibition above about 80%; also: values of inactives mirror those of a sister screen read the other way; many of its hits are not listed in these tables
Target sequence (P34913 whole entry, looked up): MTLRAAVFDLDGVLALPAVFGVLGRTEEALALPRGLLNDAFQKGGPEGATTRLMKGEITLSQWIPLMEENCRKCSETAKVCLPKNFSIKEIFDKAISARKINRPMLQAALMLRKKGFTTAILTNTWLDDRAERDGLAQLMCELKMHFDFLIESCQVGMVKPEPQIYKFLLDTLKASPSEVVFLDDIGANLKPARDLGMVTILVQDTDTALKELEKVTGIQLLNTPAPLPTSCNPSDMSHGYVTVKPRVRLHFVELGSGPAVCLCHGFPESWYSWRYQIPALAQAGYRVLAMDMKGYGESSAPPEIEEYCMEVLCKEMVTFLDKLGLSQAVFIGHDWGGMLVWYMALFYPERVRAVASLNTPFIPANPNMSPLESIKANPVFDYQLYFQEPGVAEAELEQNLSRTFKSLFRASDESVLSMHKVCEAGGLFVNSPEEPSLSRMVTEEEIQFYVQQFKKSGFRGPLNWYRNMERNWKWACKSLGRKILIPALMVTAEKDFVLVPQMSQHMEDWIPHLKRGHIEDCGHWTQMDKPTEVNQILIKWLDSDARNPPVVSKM
E coli WT exp: blocks growth of wild type E. coli BW25113. 0.15% of 98,000 active. growth inhibition, % at 100 µM. AID 710. OD600 absorbance;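 active = growth inhibition above about 50% at one test dose, limit read from the data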;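 also: growth measured after 20 h incubation at 37 °C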
CD11b adhes inh: CD11b/CD18-fibrinogen binding inhibition; P05107+P11215; K562 CD11b/CD18 adhesion to fibrinogen, ATPlite luminescence; Mn2+ added to activate the integrin; inhibition, % at 10 µM; 0.54% of 93,000 active; AID 1497;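 active = primary inhibition of 50% or more at 10 µM, then 40% or more on retest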; also: some results filed as inactive read as strong as hits
S1P2 ag: activates the human S1P2 receptor; AID 729; 0.46% of 97,000 active; activation, % at 4.5 µM; S1P2-expressing cell line, agonist reporter read-out; in the data active = activation above about 16%;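 also: 0% = vehicle low control and 100% = maximal reference agonist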
PostGolgi ctrl: growth of the yeast control strain, post-Golgi counter-screen; 5% of 98,000 active; inhibition, % at 10 µM; efflux-deficient yeast background strain, growth absorbance A615, 16 h; AID 738
S1P2 blocker: antagonists of human S1P2 receptor. cell-based S1P2 antagonist assay, inhibition at 5 uM. inhibition, % at 5 µM. O95136. 0.21% of 97,000 active. AID 736; in the data active = inhibition above about 45%;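 also: CRE beta-lactamase reporter cells expressing human S1P2 stimulated with S1P; 0% = agonist at EC80 alone and 100% = agonist plus reference antagonist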
PLAP activator: activates human placental alkaline phosphatase | P05187 | purified PLAP enzyme, luminescent substrate read-out; active compounds read high | activation fold at 20 µM | 1.2% of 96,000 active | AID 696; in the data active = activation fold above about 2
Target sequence (P05187 whole entry, looked up): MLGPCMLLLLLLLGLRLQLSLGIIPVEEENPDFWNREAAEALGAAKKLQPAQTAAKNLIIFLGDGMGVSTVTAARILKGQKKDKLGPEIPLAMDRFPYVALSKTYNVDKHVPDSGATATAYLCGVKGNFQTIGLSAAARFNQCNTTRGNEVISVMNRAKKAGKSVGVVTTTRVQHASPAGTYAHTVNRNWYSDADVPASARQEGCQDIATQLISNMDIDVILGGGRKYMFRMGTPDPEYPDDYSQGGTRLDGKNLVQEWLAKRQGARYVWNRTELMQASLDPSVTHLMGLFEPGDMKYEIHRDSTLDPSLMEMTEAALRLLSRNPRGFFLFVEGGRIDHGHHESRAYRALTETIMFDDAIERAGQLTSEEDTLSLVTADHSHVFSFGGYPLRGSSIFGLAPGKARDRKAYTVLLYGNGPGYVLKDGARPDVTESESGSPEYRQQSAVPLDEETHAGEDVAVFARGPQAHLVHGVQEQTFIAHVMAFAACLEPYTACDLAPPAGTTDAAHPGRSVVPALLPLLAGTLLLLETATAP
PostGolgi yeast: growth inhibition of a yeast mutant, post-Golgi transport screen. 0.9% of 98,000 active. inhibition, % at 10 µM. post-Golgi transport phenotypic cell assay;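 also: yeast cells grown in 1536-well plates; yeast grown about 18 h at 30C before absorbance read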
sEH act: increases human soluble epoxide hydrolase activity | P34913 | purified human sEH enzymatic activity, activator screen | activation, % at 2 µM | 0.04% of 91,000 active; in the data active = activation above about 37%; also: values of inactives mirror those of a sister screen read the other way
Active calls of the source: *; · = not tested or not shown. Rule as the data show it, unless noted: active = inhibition above about 30%; inactive = the rest.

mol | S1P2 ag | PostGolgi ctrl | PLAP activator | PostGolgi yeast | sEH act | E coli WT exp | sEH inhibitor | S1P2 blocker | CD11b adhes inh
O=C(CCC(=O)c1cccs1)NCc1ccc(F)cc1 | -4 | 3 | 0.8 | -3 | 2 | 13 | -1 | -6 | -1
O=C(NCCc1ccccc1)c1ccnc(/C=N/O)c1 | -4 | 8 | 1.8 | 4 | -6 | -1 | 7 | 10 | -2
COc1ccc(/C=C/C(=O)Nc2ccccc2C(F)(F)F)cc1OC | -3 | 2 | 0.9 | -3 | 4 | -8 | -2 | 0 | -8
O=C(OCC(F)(F)C(F)F)c1ccccc1C(=O)Oc1ccc(F)cc1F | -2 | 0 | 0.8 | -4 | 10 | 0 | -8 | 16 | 8
Cc1ccc2ncccc2c1NS(=O)(=O)c1ccccc1 | -2 | 10 | 1 | -4 | 12 | -2 | -12 | 3 | 3
Cc1ccc(C)n1CCN1CCN(CC(=O)Nc2cc(C(F)(F)F)ccc2Cl)CC1 | -3 | 0 | 1.5 | 2 | 1 | 8 | -1 | -8 | 3
COc1ccc(N=Nc2cnc(C)nc2-c2ccccc2)cc1 | -7 | 21 | 0.8 | 17 | -9 | -13 | 10 | 8 | -2
COc1nc(Oc2ccc(=O)n(C)n2)nc(N(C)C)n1 | -5 | -5 | 1 | 2 | · | -1 | · | 9 | -2
NS(=O)(=O)c1ccc2c(c1)C1C=CCC1C(C1CC=CCC1)N2 (stereo not drawn) | -3 | -1 | 1 | 1 | -11 | 9 | 11 | -10 | -3
COc1cccc(CN(CC(=O)NCC2CCCO2)C(=O)CNS(=O)(=O)c2ccccc2)c1 (stereo not drawn) | -7 | · | · | · | 3 | · | -2 | -14 | ·
Cc1ccc(C2(C)NC(=O)N(CC(=O)Nc3ccc4c(c3)OCO4)C2=O)cc1 (stereo not drawn) | · | 5 | 1.1 | 5 | · | 5 | · | · | 27
COc1ccc(S(=O)(=O)N2CCN(CC(=O)Nc3cccc(F)c3)CC2)cc1 | -4 | 5 | 1.3 | -4 | 15 | -6 | -12 | 0 | ·
COc1ccccc1NC(=O)C1=C(C)NC2=C(C(=O)CCC2)C1c1ccc2c(c1)OCO2 (stereo not drawn) | -2 | 0 | 1.4 | 18 | 3 | -2 | -4 | -35 | 4
CCN(CC)c1ccc(N2C(=O)/C(=C/c3cccs3)SC2=S)cc1 | -6 | 0 | 1 | 6 | 2 | -20 | 0 | -2 | 0
CN(CCOC(=O)C1c2ccccc2Oc2ccccc21)C(C)(C)C | -8 | 5 | 1.2 | -12 | -5 | 6 | 6 | -13 | ·
O=C(Nc1nc(-c2ccccc2)cs1)c1ccc(Br)o1 | -6 | 27 | 1.4 | -3 | · | -14 | · | -10 | ·
Cc1ccc(/C(O)=C2\C(=O)C(=O)N(CC(C)O)C2c2ccc(N(C)C)cc2)cc1 (stereo not drawn) | -10 | 0 | 1.2 | 0 | 6 | -6 | -5 | 23 | -10
CCc1cc(=O)n2c([nH]c3ccccc32)c1C#N | -1 | 5 | 1.2 | 6 | 8 | -13 | -10 | 10 | 33
COc1cc(/C=N/Nc2nc(Nc3ccc(C)cc3)nc(-n3nc(C)cc3C)n2)cc(OC)c1OC | -1 | 11 | 1.9 | -9 | 6 | -8 | -4 | 47* | 0
O=C1OCC(CO)(CO)N=C1NNc1ccccc1Cl | -7 | 8 | 0.9 | 2 | -16 | 8 | 18 | 13 | -38
COc1ccc([C@H]2[C@@H](C#N)[C@H](C#N)N3CCCN23)cc1 | -3 | · | · | · | -2 | · | 3 | -4 | ·
CCC(=O)NNc1cccc(Cl)n1 | 1 | 2 | 0.9 | -2 | 4 | 5 | -3 | 3 | -2
O=C1N(Nc2ccccc2)C(c2ccc(Br)cc2)C12CCCCC2 (stereo not drawn) | 1 | 12 | 0.7 | -6 | -1 | -2 | 1 | -12 | 1
CC1CC(C)CN(C(=O)COc2ccc(-c3nnco3)cc2)C1 (stereo not drawn) | -3 | 0 | 1.1 | -6 | -4 | 9 | 4 | -6 | -19
CCOc1cccc(OCCOCCn2cnc3ccccc3c2=O)c1 | -1 | 3 | 0.8 | 22 | -6 | 10 | 6 | 15 | 5
Cc1nc2nc[nH]c2cc1Br | · | 25 | 0.5 | -2 | · | 8 | · | · | -12
COc1ccc(OC)c(-c2cc(C(=O)Nc3cccc(Cl)c3)no2)c1 | -11 | 3 | 0.9 | 4 | · | -7 | · | 19 | -9
O=C(Cc1sc(-c2ccccc2Cl)nc1-c1ccccc1)Nc1ccccc1 | -6 | 6 | 0.6 | 6 | -17 | -5 | 17 | 6 | -1
Cc1occc1-c1nnc(SCC(=O)Nc2nc(-c3ccccc3)cs2)o1 | -8 | 7 | 0.8 | -8 | -16 | -5 | 14 | -13 | -36
COc1cccc2c(=O)n(CC(=O)N3CCCc4ccccc43)ccc12 | -5 | 2 | 1.5 | -3 | -8 | -5 | 7 | -10 | -9
CCc1ccc(Nc2ncc3c(n2)CC(c2ccc(OC)cc2)CC3=O)cc1 (stereo not drawn) | -4 | 3 | 1.1 | 3 | 2 | -1 | 0 | 5 | ·
O=C(Nc1ccc(Cl)cn1)c1cccnc1 | -1 | 8 | 1.1 | -5 | -29 | 9 | 28 | -5 | ·
O=C(NCC1CCS(=O)(=O)C1)NCC1CCS(=O)(=O)C1 (stereo not drawn) | -3 | 7 | 1.1 | -1 | 4 | 7 | -4 | -1 | -1
COC(=O)NCc1ccc(CNC(=O)OC)cc1 | -1 | 2 | 1.1 | 0 | · | 0 | · | 6 | 9
CCc1ccccc1N(CC(=O)N1CCN(c2ccccc2F)CC1)S(C)(=O)=O | -4 | 3 | 1.1 | -6 | -6 | 4 | 10 | 4 | 4
COc1ccc(CC(=O)N2CCCC(C)C2)cc1 (stereo not drawn) | -10 | 9 | 1.1 | 7 | 4 | 4 | -4 | 4 | -4
CCCCn1c(Cc2ccccc2)n[nH]c1=S | 2 | 4 | 1.2 | 2 | -6 | 7 | 7 | 11 | -38
CO/N=C/C(=N\Nc1ccc(C)cc1)C(=O)c1ccc(OC)cc1 | -9 | 6 | 0.8 | -4 | -1 | -10 | 0 | -22 | 2
CCc1cccc(NC(=O)c2ccc(Br)o2)c1 | -7 | 20 | 0.8 | 6 | -23 | 17 | 22 | 2 | 3
Cc1nn(Cc2ccccc2Cl)c(C)c1C(=O)NC1=NCCS1 | -4 | 11 | 1 | 4 | -7 | 1 | 5 | 10 | 1
O=C1c2ccccc2C(=O)N1CCCCSc1nnc(-c2ccc(OC(F)F)cc2)o1 | -5 | 21 | 1 | 13 | 28 | -4 | -27 | -21 | 45
COc1ccc(C2Nc3ccccc3C(=O)N2Cc2ccccc2)cc1Cn1nnc2ccccc21 (stereo not drawn) | -6 | 13 | 0.9 | 5 | 5 | -26 | -7 | 9 | 5
COc1ccc2[nH]c(C)cc(=O)c2c1 | -5 | · | · | · | 2 | · | 3 | -2 | ·
Cc1nn(Cc2ccc([N+](=O)[O-])cc2)c(=O)n1-c1cccc(F)c1 | -4 | -4 | 1 | 10 | -9 | 6 | 10 | -7 | ·
O=C(C1=C(O)C(=O)N(CCN2CCOCC2)C1c1cccnc1)c1cc2ccccc2o1 (stereo not drawn) | -4 | 3 | 1.1 | 10 | 9 | -9 | -6 | -7 | -10

A different layout for two compounds above:
COc1ccc(C2Nc3ccccc3C(=O)N2Cc2ccccc2)cc1Cn1nnc2ccccc21 (stereo not drawn)
  S1P2 ag: -6	PostGolgi ctrl: 13	PLAP activator: 0.9	PostGolgi yeast: 5	sEH act: 5	E coli WT exp: -26	sEH inhibitor: -7	S1P2 blocker: 9	CD11b adhes inh: 5

O=C(Nc1ccc(Cl)cn1)c1cccnc1
  S1P2 ag: -1	PostGolgi ctrl: 8	PLAP activator: 1.1	PostGolgi yeast: -5	sEH act: -29	E coli WT exp: 9	sEH inhibitor: 28	S1P2 blocker: -5	CD11b adhes inh: ·

Next part
mol | S1P2 ag | PostGolgi ctrl | PLAP activator | PostGolgi yeast | sEH act | E coli WT exp | sEH inhibitor | S1P2 blocker | CD11b adhes inh
O=C(NCc1ccccc1)c1ccc(C2SCC(=O)N2Cc2ccccc2)cc1 (stereo not drawn) | -9 | · | · | · | -22 | · | 26 | 12 | ·
CCc1nnc(SCc2ccc(C(=O)OC)o2)n1N | -1 | -4 | 1.1 | 0 | 11 | -1 | -13 | -4 | -7
C=CCNC(=O)c1onc(CSc2ccc(F)cc2)c1C(=O)NCCOC | -7 | 46* | 1.1 | 0 | -1 | 0 | 2 | -6 | 60*
Cc1ccc(C2CC(c3ccccc3)=NN2C(=S)Nc2ccccc2)o1 (stereo not drawn) | 0 | 14 | 0.9 | 29 | -6 | -8 | 7 | 6 | 4
COc1ccccc1-c1cc(C(=O)Nc2cc(C)n(Cc3ccc(Cl)cc3)n2)no1 | -2 | 3 | 0.9 | -5 | -10 | 0 | 10 | -2 | -10
COc1ccc(OCC(=O)N2CCN(c3cccc(C(F)(F)F)c3)CC2)cc1 | -4 | 13 | 1.5 | 4 | 3 | 3 | -2 | 5 | -3
Cc1c(C(=O)Nc2cccc([N+](=O)[O-])c2)csc1-c1ccccc1 | -3 | 9 | 0.8 | -5 | -35 | -5 | 37 | 5 | ·
CCSc1nnc(NC(=O)c2csc3c2CCCC3)s1 | -3 | 6 | 0.9 | -6 | 2 | -5 | 1 | -14 | ·
CC(=O)Nc1ccc(-c2nnc(SCC(=O)NCc3ccco3)n2C)cc1 | 0 | 33* | 1.1 | 5 | 6 | 4 | -8 | 9 | -5
COc1ccc(NC(=O)COC(=O)c2ccc(N3CCCC3=O)cc2)cc1OC | -2 | 11 | 0.8 | 12 | -16 | -4 | 15 | 14 | -8
CC(CCc1ccccc1)NC(=O)C1CCCN(C(=O)c2cc3sccc3n2C)C1 (stereo not drawn) | -2 | 15 | 1.7 | 17 | -36 | -10 | 36 | 8 | -18
Cn1c(=O)c2cc(S(=O)(=O)NCCC(=O)NC3CCCCCCC3)ccc2n(C)c1=O | -3 | 13 | 1.1 | 2 | -55 | 4 | 55 | -23 | -9
CCc1ccc2c(CN3CCN(S(=O)(=O)c4ccc5c(c4)OCCO5)CC3)cc(=O)oc2c1 | -4 | 33* | 1.6 | 5 | -4 | -7 | 6 | 1 | -1
O=C(CCCn1c(=S)[nH]c2cc3c(cc2c1=O)OCO3)N1CCN(c2ccccn2)CC1 | -6 | 18 | 1.3 | 11 | -2 | 1 | 2 | -11 | ·
COc1ccc(OCC(=O)N2CCN(C(=O)c3cccc(F)c3)CC2)cc1 | -3 | -10 | 1.3 | 13 | 9 | -1 | -10 | 1 | -1
CCOC(=O)CN(C(=O)CSc1nnc2c(n1)[nH]c1ccc(F)cc12)c1ccccc1 | -1 | 8 | 1.3 | 3 | -2 | 1 | 4 | 1 | ·
CCCCNC(=O)CN(c1cccc(Br)c1)S(C)(=O)=O | -4 | · | · | · | 2 | · | 0 | -12 | ·
Cc1ccc(NC(=O)CCN2CCN(C/C=C/c3ccccc3)CC2)cc1 | -9 | -3 | 1.6 | -4 | 6 | 2 | -3 | 8 | -4
Cc1ccc(NC(=O)c2c(-c3c(F)cccc3Cl)noc2C)cc1F | · | 9 | 0.7 | 5 | · | -5 | · | · | -2
CC1(C)Cc2nc3sc4c(=O)n(CC(N)=O)cnc4c3cc2CO1 | -3 | 7 | 1.1 | -3 | -2 | -9 | 3 | 8 | 8
CCOc1ccc(N2C(=O)CC(N3CCOCC3)C2=O)cc1 (stereo not drawn) | · | 8 | 1.1 | 0 | · | 9 | · | · | 45
Cc1c(Cl)cccc1NC(=O)c1cccc(NC(=O)CCC(=O)O)c1 | -2 | -3 | 1.1 | 1 | -1 | 10 | 3 | 1 | 3
O=C(NCc1ccco1)C(c1cccs1)N(C(=O)Cc1cccs1)c1ccccc1 (stereo not drawn) | -6 | 7 | 0.9 | 38* | 1 | -3 | 1 | 18 | -3

Profiles from above:
`CCOC(=O)CN(C(=O)CSc1nnc2c(n1)[nH]c1ccc(F)cc12)c1ccccc1` reads S1P2 ag: -1; PostGolgi ctrl: 8; PLAP activator: 1.3; PostGolgi yeast: 3; sEH act: -2; E coli WT exp: 1; sEH inhibitor: 4; S1P2 blocker: 1; CD11b adhes inh: ·
`CC1(C)Cc2nc3sc4c(=O)n(CC(N)=O)cnc4c3cc2CO1` reads S1P2 ag: -3; PostGolgi ctrl: 7; PLAP activator: 1.1; PostGolgi yeast: -3; sEH act: -2; E coli WT exp: -9; sEH inhibitor: 3; S1P2 blocker: 8; CD11b adhes inh: 8
